Screening results deposited in PubChem by several laboratories.
HIV Rev-RRE inh: inhibitors of HIV-1 Rev-RRE RNA interaction | P05866 | Rev peptide-RRE RNA binding, FRET | inhibition, % at 8 µM | 97,000 compounds, 0.79% hits | AID 704;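 active means inhibition above the screen-wide mean plus 3 SD, cut at about 35% in these data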;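 further: 0% = median DMSO wells and 100% = median Neomycin B control wells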
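Assay system: labelled RRE RNA duplex and labelled Rev peptide / Medium: HEPES pH 7.5 salt buffer with EDTA / Reagent: labelled Rev peptide / Schedule: 5 + 15 min at 25 °C / Signal: FRET, excitation 480 nm, emission 540 nm donor and 671 nm acceptor / Benchmarks: DMSO and neomycin B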
cytoskel mod: cytoskeleton assembly modification; inhibition, % at 2 µM; HUVEC TNFa F-actin phalloidin imaging, high content; 91,000 compounds, 0.18% hits; AID 836;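 active means inhibition above the batch mean plus 3 SD and confirmed as a hit by visual image inspection, cut at about 30% in these data, passing the limit was not always enough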; further: strong numbers were not always called active
LYP act: LYP (human) phosphatase activation | Q9Y2R2 | AID 697 | recombinant LYP, DiFMUP fluorescence; 0 = plate median, 100 = signal doubled | activation, % at 2 µM | 96,000 compounds, 0.11% hits;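 active means activation at 2 µM above a set limit, the mean plus 5 SD, cut at about 37% in these data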
EphB4 ephrin blk: EphB4-ephrin-B2 interaction antagonism; P54760; EphB4 LBD / TNYL-RAW-Alexa532 peptide, fluorescence polarization; inhibition, % at 7 µM; 97,000 compounds, 0.15% hits;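 active means inhibition above the screen-wide mean inhibition plus 3 SD, cut at about 15% in these data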;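 further: 0% = DMSO wells and 100% = excess unlabeled TNYL-RAW peptide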
FAK blocker: inhibitors of human focal adhesion kinase. biochemical FAK kinase activity assay. inhibition, %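 (tested at 7 µM)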. 97,000 compounds, 0.84% hits. Q05397. AID 727; in the data active means inhibition above about 19%;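 further: 0% = DMSO and 100% = reference compound high control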
Target sequence (Q05397 whole entry, looked up): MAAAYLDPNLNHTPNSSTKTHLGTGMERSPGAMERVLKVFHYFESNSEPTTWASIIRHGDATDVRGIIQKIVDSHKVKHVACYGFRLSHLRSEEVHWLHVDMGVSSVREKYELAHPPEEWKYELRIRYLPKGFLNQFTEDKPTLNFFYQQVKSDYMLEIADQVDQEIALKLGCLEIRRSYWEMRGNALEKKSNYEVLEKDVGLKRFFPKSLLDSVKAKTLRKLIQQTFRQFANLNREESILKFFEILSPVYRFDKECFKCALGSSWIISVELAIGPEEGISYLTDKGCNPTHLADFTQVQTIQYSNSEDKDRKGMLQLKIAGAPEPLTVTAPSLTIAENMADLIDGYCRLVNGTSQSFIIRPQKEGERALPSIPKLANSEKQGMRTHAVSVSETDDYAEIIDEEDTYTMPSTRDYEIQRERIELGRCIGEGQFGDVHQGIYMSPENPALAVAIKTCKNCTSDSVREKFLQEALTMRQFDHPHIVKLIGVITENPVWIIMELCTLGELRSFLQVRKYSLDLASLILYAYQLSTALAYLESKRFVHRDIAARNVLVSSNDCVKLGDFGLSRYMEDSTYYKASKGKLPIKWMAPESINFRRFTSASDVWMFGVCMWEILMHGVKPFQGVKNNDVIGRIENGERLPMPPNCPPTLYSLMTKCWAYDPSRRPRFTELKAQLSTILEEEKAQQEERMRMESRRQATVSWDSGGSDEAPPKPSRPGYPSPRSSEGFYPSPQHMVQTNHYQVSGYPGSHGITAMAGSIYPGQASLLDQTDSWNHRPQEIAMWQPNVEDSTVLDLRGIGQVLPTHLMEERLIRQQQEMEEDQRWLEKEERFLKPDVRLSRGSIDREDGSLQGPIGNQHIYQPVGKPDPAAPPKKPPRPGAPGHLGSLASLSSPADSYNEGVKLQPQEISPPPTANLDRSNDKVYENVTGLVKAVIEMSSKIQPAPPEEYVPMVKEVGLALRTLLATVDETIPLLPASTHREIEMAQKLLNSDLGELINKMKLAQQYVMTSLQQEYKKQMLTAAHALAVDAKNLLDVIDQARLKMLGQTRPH
Plk1 PBD FP: Plk1 (human) PBD binding inhibition. P53350. Plk1 PBD phosphopeptide binding, fluorescence polarization. inhibition, %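 (tested at about 20 µM)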. 97,000 compounds, 0.13% hits; in the data active means inhibition above about 34%, passing the limit was not always enough
Pyk2 oligo antag: Pyk2 (human) oligomerization antagonism | Q14289 | Q293 cells, Pyk2 FERM NanoBiT luminescence; hits give low values | z-score (the deposit names both 25 µM and 10 µM) | 99,000 compounds, 0.83% hits | AID 1347419;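 active means Z-score of -3 or lower, scaled per plate to the spread of control and sample wells; inactive means z-score above -3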;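 further: negative z-score means lost luminescence so less FERM oligomerization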
PTPN22 inh 2: inhibitors of human LYP (PTPN22) phosphatase; Q9Y2R2; recombinant LYP catalytic domain, DiFMUP fluorescence; inhibition, % at 2 µM; 96,000 compounds, 0.21% hits;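 active means inhibition at 2 µM at or above a set limit, the screen mean plus 3 SD, cut at about 24% in these data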;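 further: 0% = DMSO with enzyme and 100% = enzyme fully blocked by orthovanadate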
PLK1 kinase inh: inhibitors of human PLK1 kinase | P53350 | recombinant PLK1 kinase, TR-FRET peptide phosphorylation | inhibition, % at 10 µM | 97,000 compounds, 0.53% hits;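 active means inhibition of 50% or more in the single-concentration screen; inactive means inhibition below 50%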;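 further: 0% = DMSO max control and 100% = H-89 dihydrochloride min control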
The depositor's hits bear a star; . = not tested or not shown.

Plk1 PBD FP	Pyk2 oligo antag	PLK1 kinase inh	LYP act	FAK blocker	PTPN22 inh 2	EphB4 ephrin blk	cytoskel mod	HIV Rev-RRE inh	Molecule
-13	-1.1	-7	8	-2	-5	1	24	14	CCOc1ccc(/C=C2\C(=O)c3ccccc3OC2c2ccccc2)cc1 (stereo not given)
14	0.67	-10	0	8	-2	4	-37	7	CCOC(=O)CC(=O)CSc1nnc(Cn2c(=O)sc3ccccc32)n1C
3	-0.51	-7	-9	-6	8	2	14	13	COC(=O)c1cc(=O)n(Cc2cccs2)c(=NCc2cccs2)s1
-6	-0.87	-17	4	1	-2	3	8	1	Cc1ccc(OCCCn2ccnc2)cc1C
-22	0	3	3	1	-4	-5	1	1	O=S(=O)(c1cc(Cl)ccc1Cl)n1nnc2ccccc21
2	0.13	-8	-3	0	-3	3	4	1	Cc1ccc(Cn2nnc3c(=O)n(CC(=O)NCc4ccc5c(c4)OCO5)cnc32)cc1
11	0.8	-5	4	0	-7	-3	15	3	COc1ccccc1NC(=O)CSc1nc(O)cc(=O)[nH]1
11	-0.92	-5	6	1	0	4	7	5	CCNc1nc(NCC)nc(N(C)N)n1
11	0.59	-7	-3	4	5	7	13	7	COc1cccc(NC(=O)COC(=O)CCCc2c[nH]c3ccccc23)c1
-24	-0.04	-10	-8	0	9	0	10	-1	COc1cccc(CN(CC(=O)NCC2CCCO2)C(=O)CNS(=O)(=O)c2ccccc2)c1 (stereo not given)
-2	-1.6	-10	-1	9	2	8	-5	23	CC1=CC(=O)N(c2cccc(C(F)(F)F)c2)C1c1ccc(Cl)cc1 (stereo not given)
-14	-1.1	-12	33	0	-31	-5	10	9	O=C1C2C3C=CC(C3)C2C(=O)N1CCN1CCN(S(=O)(=O)c2ccc3ccccc3c2)CC1 (stereo not given)
-10	0.89	1	2	1	2	3	-10	9	O=C(NCN1CCN(c2ccccc2F)CC1)c1cccnc1
-4	0.74	-9	10	-4	-10	-9	-6	-5	Cc1ccc(N(CC(=O)N2CCOCC2)S(=O)(=O)c2ccccc2)cc1
-9	-0.05	-11	-8	2	7	2	-1	14	COc1ccc(Cc2noc(COc3ccc(Cl)cc3)n2)cc1
7	-0.15	-11	4	1	-4	1	-4	6	CCC(=O)N1CCN(c2ccc(NC(=O)c3ccco3)cc2)CC1
2	1.1	11	1	1	0	3	4	-1	COc1cc(C2NC(=O)C(C#N)=C(S)N2c2ccc(C)cc2)ccc1OC(C)C (stereo not given)
6	0.35	-14	0	-2	-2	4	14	8	COc1ccc(-c2noc(C3CCCN(S(=O)(=O)c4cccc(Cl)c4)C3)n2)cc1OC (stereo not given)
-2	0.3	-11	4	1	-4	-9	-3	1	O=C(COc1ccc(S(=O)(=O)NCc2ccccc2)cc1Cl)N1CCOCC1
5	0.08	-7	6	3	-2	9	1	25	COc1cccc(OC)c1OCc1cc(C2C3CCCC=C3C(C#N)=C(N)C2(C#N)C#N)c(C)cc1C (stereo not given)
7	1.1	-10	-1	-5	-1	-4	-7	4	CCc1ccccc1NC(=O)c1nnn(CC(=O)Nc2cccc(C)c2)c1N
-4	0.23	-14	2	-5	-4	-3	-34	0	CCS(=O)(=O)c1ccc(O)c(NC(=O)Nc2ccccc2)c1
5	-0.15	-11	-3	-2	3	-4	8	11	CCOC(=O)c1nn(-c2ccc(Cl)cc2)c2nc(CC)c(C#N)c(=O)n12
-4	0.47	-9	-5	-6	3	-6	13	3	Cc1ccc2c(c1)C(C)(C)[C@]1(C)NC(=O)CCN21
-5	.	2	11	0	-15	2	18	9	Cc1c(Cl)c(C(=O)Nc2nc3ccccc3n2CCN2CCCCC2)nn1C
4	0.73	-10	-2	-2	5	-5	-22	13	O=C(NCCCN1CCN(c2cccc(Cl)c2)CC1)C1(S(=O)(=O)c2ccc(Cl)cc2)CC1
-10	1.5	-6	1	4	-2	4	6	11	CCOc1ccc(CCNC(=O)C2CCN(c3ccc(N4CCOCC4)nn3)CC2)cc1OCC
-11	1.2	0	-8	3	5	4	-4	2	COc1ccccc1CNC(=O)c1ccccc1OC
-4	0.75	-15	-2	8	5	14	19	2	Cc1cccc(C(=O)OCC(=O)Nc2nccs2)c1
-14	0.08	-8	0	2	-5	-1	-12	-1	COC(=O)c1sccc1NC(=O)c1cc(C)on1
-8	-0.45	-10	-2	0	-1	-14	-20	-4	O=C(NCCc1ccccc1)/C(=N\O)c1ccccc1
-5	0.95	3	-1	3	-2	-3	-37	1	O=C(COC(=O)c1ccco1)Nc1nc2ccccc2s1
1	-1.8	-17	-11	-3	14	-9	-13	0	Cc1nc2c(C(=O)NCCC(C)C)c[nH]n2c(=O)c1Cc1ccccc1F
16	1	-8	-7	3	11	8	8	1	O=C(Nc1cccc(Br)c1)c1ccc(CSc2ccccc2)cc1
-4	0.37	-41	-6	-3	8	7	-18	5	Cc1ccc(SCCNC(=S)Nc2cc(C)cc(C)c2)cc1
-27	-0.01	4	3	-4	-5	-4	-30	3	O=C(c1cn(CC(=O)N2CCCC2)c2ccccc12)C1CCCCC1
15	.	73*	.	-4	.	0	.	7	c1ccc(-c2noc(CN3CCN(c4ccccc4)CC3)n2)cc1
5	0.36	8	-2	-1	-1	-3	2	8	COc1cccc(-n2nnnc2SCC(=O)N2CCCc3ccccc32)c1
6	0.95	-9	-3	0	3	2	-18	7	CCC(=O)N(Cc1ccccc1)c1ccccn1
-37	-1.5	-6	6	-2	-2	-7	4	2	CCOc1ccc(OCc2cccc(C(=O)N3CCOCC3)c2)cc1
-3	0.3	-2	-8	-1	9	-5	.	7	CCC(c1nnnn1C(C)(C)C)N(Cc1ccco1)Cc1cc2cccc(C)c2[nH]c1=O (stereo not given)
5	2.8	-4	10	2	-12	-2	2	7	CC(=O)Nc1nonc1NC(=O)CSc1nc2ccccc2o1
1	0.28	-7	24	1	-27	-7	-3	2	O=C(CCN1C(=O)c2ccccc2C1=O)Nc1ccccn1
-6	.	-4	-2	9	1	2	5	12	Cc1ccc2oc3c(c(=O)c2c1)C(c1ccc(F)cc1)N(CCCN1CCOCC1)C3=O (stereo not given)
6	-0.42	-8	-3	-3	5	-1	-15	3	CC(C(=O)NC1CCCC1)N(C(=O)CS(=O)CC(=O)Nc1ccc(F)cc1)c1ccc2c(c1)OCCO2 (stereo not given)

Profiles from above. Values in the order: Plk1 PBD FP | Pyk2 oligo antag | PLK1 kinase inh | LYP act | FAK blocker | PTPN22 inh 2 | EphB4 ephrin blk | cytoskel mod | HIV Rev-RRE inh
CCC(=O)N(Cc1ccccc1)c1ccccn1 as listed: 6 | 0.95 | -9 | -3 | 0 | 3 | 2 | -18 | 7
O=C(CCN1C(=O)c2ccccc2C1=O)Nc1ccccn1 as listed: 1 | 0.28 | -7 | 24 | 1 | -27 | -7 | -3 | 2
Cc1ccc(SCCNC(=S)Nc2cc(C)cc(C)c2)cc1 as listed: -4 | 0.37 | -41 | -6 | -3 | 8 | 7 | -18 | 5
O=C(c1cn(CC(=O)N2CCCC2)c2ccccc12)C1CCCCC1 as listed: -27 | -0.01 | 4 | 3 | -4 | -5 | -4 | -30 | 3

(continued)
Plk1 PBD FP	Pyk2 oligo antag	PLK1 kinase inh	LYP act	FAK blocker	PTPN22 inh 2	EphB4 ephrin blk	cytoskel mod	HIV Rev-RRE inh	Molecule
4	0.62	-14	0	-3	2	1	16	4	COc1ccccc1C(=O)Nc1ccccc1C(=O)N1CCCC1
-2	-0.32	2	-5	2	4	-3	10	5	N=C1C(c2nc(-c3ccc(F)cc3)cs2)=C(O)CN1CCCN1CCOCC1
-16	-3.6*	-15	4	1	-5	-4	-14	18	C=C(C)COc1ccc(-c2[nH]ncc2Oc2ccccc2OC)c(O)c1
-2	0.33	-1	12	-2	-16	1	-1	7	CC(=O)NC1CC2CCC(C1)N2Cc1ccc(C)cc1 (stereo not given)
0	-1.6	-6	-8	1	13	0	3	-2	Cc1ccc(S(=O)(=O)N(CC(=O)Nc2cccc(N(C)S(C)(=O)=O)c2)c2ccc(Cl)c(Cl)c2)cc1
-20	0.15	-14	2	-3	1	2	17	6	CCn1c(CC(=O)Nc2ccc(C)cc2)nnc1SCC(=O)NCCc1ccccc1
-10	0.52	-7	-5	-5	7	4	2	-3	CCOC(=O)C1=C(O)/C(=C/c2cc(OC)c(OC)c(OC)c2)N=C1C
11	-0.16	-6	-1	4	6	-5	.	3	CCOC(=O)Nc1ccc([N+](=O)[O-])cc1OC
8	0.35	-9	1	8	2	-3	33	29	CC(C)(C)n1nnnc1CN(Cc1ccco1)Cc1cc2cc3c(cc2[nH]c1=O)OCO3
-17	0.16	-20	-6	4	4	6	0	7	CC1(C)Oc2ccc(NC(=O)C3COc4ccccc4O3)cc2O1 (stereo not given)
-5	0.63	6	-6	4	11	-6	2	4	S=C(Nc1cccc(Cl)c1)N1CCOCC1
19	-1.4	-5	5	-1	-7	-9	-3	4	COc1c(C)cc(Br)cc1C(=O)Nc1cccc(NC(=O)c2ccco2)c1
16	-0.7	-4	-11	-1	10	5	6	10	Cc1ccccc1CSCC(Nc1ccc(C(=O)O)cc1[N+](=O)[O-])C(=O)O (stereo not given)
3	-0.43	-6	0	-2	2	0	-15	1	CCC(=O)Nc1sc2c(c1C#N)CCCCC2
-6	1.1	0	7	3	-11	-4	.	0	O=C(CCCOc1ccc(Cl)cc1)Nc1nncs1
-2	-0.68	-6	14	-7	-14	-3	11	-2	C/C=C(\C)CN1CCN(c2cccc(C)c2C)CC1
11	0.38	2	4	-1	0	0	.	6	COc1ccc(C)cc1NC(=O)CN(C)S(=O)(=O)c1cnc[nH]1
2	3	-17	-2	2	0	2	-21	5	COc1ccc(C2(CNC(=O)C(c3ccccc3)c3ccccc3)CCOCC2)cc1OC
-15	-0.08	0	2	0	-6	-1	36*	1	Cc1ccccc1OCC(=O)Nc1ccc2c(c1)COC2=O
-9	-0.68	-3	6	2	-7	2	-10	12	Cc1ccc(S(=O)(=O)/N=C(\c2ccccc2)N(C)S(=O)(=O)c2ccc(C)cc2)cc1
-2	0.07	-10	0	-8	-5	5	0	5	O=C(NCCCCNC(=O)c1cccnc1)c1cccnc1
-11	0.33	-21	13	2	-15	6	-10	2	COc1cc(OC)c(C(=O)Nc2cccc(C(C)=O)c2)cc1OC
-14	0.58	1	0	-2	-3	0	-5	6	CCN(CC)C(=O)CSc1nnc(-c2ccc(O)cc2)n1CC1CCCO1 (stereo not given)
18	-1.7	-36	-34	3	36*	2	15	17	O=C(Nc1ccc(N2CCCCC2)c(Cl)c1)c1ccc2c(c1)OCCO2
-23	-1.7	-7	-15	0	15	-2	-13	7	O=C(c1ccco1)c1nnn(Cc2ccccc2)c1-c1ccccc1
10	.	-5	7	6	-8	-5	-2	3	COc1cc(OC)cc(-c2cc(N)n(S(=O)(=O)Cc3ccccc3)n2)c1
12	-2.2	5	0	-2	0	4	-22	4	Cc1ccc2c(c1)nnn2C1CCN(CC(=O)Nc2ccccc2N2CCOCC2)CC1
30	-0.42	5	5	1	-1	-6	-19	6	Cc1nnc(SCC(=O)N2CCN(S(=O)(=O)c3ccccc3)CC2)[nH]c1=O
2	1.7	-10	3	-5	-5	1	2	2	CCCNc1nc2c(c(=O)n(C)c(=O)n2C)n1CCC(C)C
16	0.96	-4	-3	8	1	2	58	3	CCOC(=O)c1ccc(NC(=O)NC2CCN(CC(=O)NCc3ccc4c(c3)OCO4)CC2)cc1
-11	0.44	-13	-1	1	-3	-1	-4	-5	CC(C)CNC(=O)c1cc2nc(C3CC3)cc(C(F)(F)F)n2n1
